Dyrk1A ADPGlo: blocks rat Dyrk1A kinase activity | Q63470 | ADP-Glo luminescence, NFATc1 peptide | inhibition, % at 12.5 µM | actives 0.43% (n = 310,000); in the data active = inhibition above about 50%;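 also: plate controls were vehicle with enzyme for no effect and no enzyme for full effect; many of its hits are not listed in these tables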
TRPC4 potent: allosterically enhances the mouse TRPC4 cation channel; Q9QUQ5; HEK293 TRPC4beta/mu-opioid, DAMGO EC20, Fluo-4 Ca2+ flux; active compounds read high; B-score at 10 µM; actives 0.42% (n = 310,000); AID 2227;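 active = B-score of calcium response area above 5 SD of library B-scores, with initial fluorescence ratio within 5 SD of library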;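 also: B-score of integrated fluorescence ratio over time as area under calcium response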
KCNQ1 block: human KCNQ1 channel inhibition; B-score at 10 µM; actives 1.3% (n = 310,000); CHO-K1 KCNQ1, FluxOR thallium flux fluorescence; active compounds read high;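 active = compounds whose thallium flux B-score, printed positive for inhibition, exceeds three library SD while starting fluorescence stays within three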;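 also: channel opened by potassium depolarization with thallium stimulus after 20 min compound exposure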
KCNK3 inh: human KCNK3 channel inhibition, primary screen. O14649. actives 0.84% (n = 340,000). B-score at 10 µM. CHO-KCNK3 thallium flux, FluxOR fluorescence; active compounds read low. AID 602410;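 active = B-score under library mean minus 4 SD, starting fluorescence ratio at most library mean plus 5 SD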;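 also: more negative B-score means stronger inhibition of thallium flux through KCNK3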
ANO1 activ: mouse TMEM16A channel activation, primary screen; B-score at 10 µM; actives 0.3% (n = 340,000); HEK293 TMEM16A/YFP-H148Q/I152L, iodide quench fluorescence; active compounds read low;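 active = fluorescence-ratio B-score plate-corrected deviation score at least 3 library SD below zero, with starting fluorescence score within 5 deviations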;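 also: channel opened by trigger with iodide after compound preincubation; score built on the fluorescence ratio of max minus min over baseline; more negative score means more quench and so TMEM16A activation or potentiation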
Target sequence (Q8BHY3 whole entry, looked up): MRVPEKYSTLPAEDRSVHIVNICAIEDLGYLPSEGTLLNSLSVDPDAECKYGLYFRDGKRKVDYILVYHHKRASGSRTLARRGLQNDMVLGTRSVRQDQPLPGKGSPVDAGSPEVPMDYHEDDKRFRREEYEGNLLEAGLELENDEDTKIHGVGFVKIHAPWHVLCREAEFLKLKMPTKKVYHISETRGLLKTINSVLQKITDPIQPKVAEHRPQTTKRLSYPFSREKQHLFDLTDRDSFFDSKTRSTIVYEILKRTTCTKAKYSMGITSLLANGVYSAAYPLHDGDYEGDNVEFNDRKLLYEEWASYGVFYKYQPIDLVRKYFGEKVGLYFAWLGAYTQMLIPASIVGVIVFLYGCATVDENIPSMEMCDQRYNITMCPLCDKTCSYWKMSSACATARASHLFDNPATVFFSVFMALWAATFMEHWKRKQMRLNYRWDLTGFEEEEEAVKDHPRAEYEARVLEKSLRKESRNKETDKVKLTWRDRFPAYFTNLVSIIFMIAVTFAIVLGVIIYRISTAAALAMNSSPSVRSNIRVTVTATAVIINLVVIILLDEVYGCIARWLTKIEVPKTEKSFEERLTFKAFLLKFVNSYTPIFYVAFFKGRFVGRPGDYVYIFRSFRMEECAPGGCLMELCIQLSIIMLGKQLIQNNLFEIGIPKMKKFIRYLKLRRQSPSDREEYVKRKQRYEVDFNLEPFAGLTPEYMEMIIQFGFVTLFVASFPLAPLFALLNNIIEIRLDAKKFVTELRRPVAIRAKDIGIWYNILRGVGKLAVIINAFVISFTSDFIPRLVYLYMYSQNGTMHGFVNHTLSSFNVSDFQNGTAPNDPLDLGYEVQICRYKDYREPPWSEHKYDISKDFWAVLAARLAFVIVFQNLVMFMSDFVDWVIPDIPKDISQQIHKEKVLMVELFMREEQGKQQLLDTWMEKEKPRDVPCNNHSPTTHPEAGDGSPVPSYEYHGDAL
KCNQ1 act: potentiators or activators of human KCNQ1 potassium channel. AID 2648. B-score at 10 µM. actives 0.35% (n = 310,000). CHO-K1 KCNQ1, thallium flux FluxOR fluorescence; active compounds read high;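 active = fluorescence ratio B-score, a plate-corrected score, at least three library SD, with initial intensity B-score within 5 SD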
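assay system = KCNQ1-transfected CHO-K1 cells | medium = assay buffer with matched DMSO | probe or stimulus = depolarizing K+/Tl+ stimulus, K2SO4 and Tl2SO4 each 12.5 mM in 5x stock | dosing = single dose | incubation = dye 90 min, compound 20 min, room temperature | detection = kinetic FluxOR fluorescence, 10 s baseline plus 110 s post-stimulus | evaluation = ratio B score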
KCNK9 inh: human KCNK9 channel inhibition. Q9NPC2. HEK293 KCNK9, FluxOR thallium flux fluorescence; active compounds read low. B-score at 10 µM. actives 1.2% (n = 310,000). AID 488922;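 active = ratio B-score over 3 SD below the library mean, with starting fluorescence within 5 SD of its mean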;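 also: negative B-score means less thallium flux so channel inhibition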
TMEM16A inh: mouse TMEM16A channel inhibition, primary screen; Q8BHY3; actives 1.2% (n = 310,000); AID 588511; normalized B-score (activity score, 25-100; higher = stronger inhibition) at 10 µM; HEK293 TMEM16A/YFP iodide influx fluorescence, ionomycin;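 active = ratio plate-corrected score three or more library SD toward inhibition, starting fluorescence score within five deviations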;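 also: score derived from kinetic fluorescence span divided by baseline fluorescence per well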
HDAC3 inhib: blocks human histone deacetylase 3. O15379. recombinant HDAC3, fluorogenic peptide/trypsin coupled, fluorescence. inhibition, % at 8.3 µM. actives 0.15% (n = 320,000). AID 2718; in the data active = inhibition above about 26%, passing the limit was not always enough; inconclusive = no clear call, values can overlap the other calls
TRPC4 agonist: activators of mouse TRPC4 channel; HEK293 TRPC4beta/mu-opioid, Fluo4 calcium fluorescence; active compounds read high; B-score at 10 µM; actives 0.49% (n = 310,000); AID 2237;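 active = B-score above 5 SD of library B-scores, and initial fluorescence ratio not above library mean plus 5 SD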;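 also: positive B-score marks a calcium rise read as TRPC4 activation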
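Material: HEK293 stable line with TRPC4beta plus mu-opioid receptor; technique: Fluo4 calcium-sensitive dye fluorescence, kinetic, 1 Hz baseline; timing: Fluo4 dye loading 45 min at room temperature, 110 s recording; controls: assay buffer as low control, maximal DAMGO as high control; read-out: integrated baseline-normalised fluorescence ratio, converted to per-well B score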
hERG rescue: hERG (human) protection from proarrhythmic block | activation (rescue from dofetilide block), less the hit threshold, % at 10 µM | Q12809 | actives 0.51% (n = 310,000) | CHO-hERG, FluxOR thallium flux, dofetilide IC70 present;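 active = activation above the mean of controls blocked by dofetilide plus 5 SD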;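 also: thallium influx through hERG after potassium depolarization seen as dye fluorescence rise; in these data hits start at about 4.7%; inactives centre near -7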
Active calls of the source: *; i = inactive; ? = inconclusive; · = not tested or not shown. These rows are one share of the data; count on the stated rates, not on these rows.

| # | SMILES | TRPC4 potent | KCNK3 inh | TRPC4 agonist | HDAC3 inhib | TMEM16A inh | KCNQ1 block | Dyrk1A ADPGlo | KCNQ1 act | KCNK9 inh | ANO1 activ | hERG rescue |
| --- | --- | --- | --- | --- | --- | --- | --- | --- | --- | --- | --- | --- |
| 1 | COc1ccc(/C=C/C(=O)Oc2cccc(/C=N/NC(=O)COc3c(C)cccc3C)c2)cc1 | i | i | i | -1 | i | i | 3 | i | i | i | -5 |
| 2 | CN(Cc1ccon1)C(=O)CC1C(=O)NCCN1Cc1ccc(Cl)c(F)c1 (stereo not drawn) | i | i | i | 3 | i | i | 9 | i | i | i | -18 |
| 3 | Cc1ccc(NC(=O)CSc2nc(N)c3cc4c(nc3n2)CCCC4)cc1 | i | i | i | · | i | i | -14 | i | i | i | -5 |
| 4 | COc1ccc(N2CCN(C(=O)c3cccnc3SCc3cccc(Br)c3)CC2)cc1 | i | i | i | 8 | i | i | · | i | i | i | -9 |
| 5 | COc1ccc(NC(=S)SC)cc1OC | i | i | i | 2 | i | i | 1 | i | i | i | -8 |
| 6 | COC(=O)c1ccccc1NC(=S)N1CCN(c2ccccc2)CC1 | i | i | i | 1 | i | i | -1 | i | i | i | -5 |
| 7 | COCCN(CCOC)S(=O)(=O)c1ccc(C(=O)Nc2nc(C)c(C(C)=O)s2)cc1 | i | i | i | -3 | i | i | 7 | i | i | i | -9 |
| 8 | COC(=O)c1nn(-c2ccc(OC)cc2)c(=O)cc1Oc1cccc(Cl)c1 | i | i | i | 1 | i | i | -13 | i | i | i | -6 |
| 9 | CCOC(=O)C1(CC2CCCCO2)CCN(C(=O)Nc2ccccc2SC)CC1 (stereo not drawn) | i | i | i | -11 | i | i | 2 | i | i | i | -4 |
| 10 | CCn1ncc(Br)c1C(=O)Nc1sc2c(c1C(N)=O)CCC2 | i | i | i | -4 | i | i | 10 | i | i | i | -9 |
| 11 | CC(=O)Nc1ccc(C(=S)NCCCO)cc1 | i | i | i | 4 | i | i | 5 | i | i | i | -9 |
| 12 | COc1ccc(C2C(C#N)=C(N)OC(C(C)(C)C)=C2C#N)cc1OC (stereo not drawn) | i | i | i | -1 | i | i | 23 | i | i | i | -5 |
| 13 | CC1(C)CC2CC(C)(CN2S(=O)(=O)c2ccc(C(=O)Nc3cccc(S(=O)(=O)N4CCOCC4)c3)cc2)C1 (stereo not drawn) | i | i | i | 4 | i | i | 1 | i | i | i | -9 |
| 14 | O=C1c2cc(N3CCCC3)c([N+](=O)[O-])cc2C(=O)N1c1ccccc1 | i | i | i | -1 | i | i | 1 | i | i | i | 1 |
| 15 | CCCCc1nnc(NC(=O)c2cccc(S(=O)(=O)N3CCN(C)CC3)c2)s1 | i | i | i | 3 | i | i | -15 | i | i | i | -10 |
| 16 | CCn1cc(C(=O)NCc2ccco2)c(=O)c2ccc(C)nc21 | i | i | i | 2 | i | i | 6 | i | i | i | 1 |
| 17 | O=C(O)c1cc(-c2cccc([N+](=O)[O-])c2)n[nH]1 | i | i | i | -3 | i | i | 22 | i | i | i | 49* |
| 18 | COc1ccccc1C(=O)Nc1cc2c(cc1C(=O)O)OCCCO2 | i | i | i | 9 | i | i | 2 | i | i | i | -9 |
| 19 | O=C(COc1cccc2ccccc12)N/N=C/C=C/c1ccccc1 | i | i | i | -4 | i | i | 1 | i | i | i | -4 |
| 20 | Cc1ccc(OCCn2c(=O)sc3ccccc32)cc1 | i | i | i | 2 | i | i | 0 | i | i | i | -6 |
| 21 | COc1ccc(Cn2nnnc2CN2CCC(c3nc4ccccc4s3)CC2)cc1 | i | i | i | 0 | i | i | -3 | i | i | i | -7 |
| 22 | COc1ccc(CCN(Cc2cccs2)S(=O)(=O)c2ccc(C(=O)O)cc2)cc1OC | i | i | i | 2 | i | i | · | i | i | i | -17 |
| 23 | CCCn1c(SCC(=O)Nc2nnc(CC)s2)nnc1-c1ccco1 | i | i | i | 3 | i | i | -5 | i | i | i | -6 |
| 24 | O=C(c1cccc([N+](=O)[O-])c1)c1ccc2c(c1)C(=O)N(c1c[nH]c(=O)[nH]c1=O)C2=O | i | · | i | -2 | i | i | · | i | i | · | -6 |
| 25 | CN(CCNC(=O)c1cc2c(=O)n(C)c3ccccc3c2n1C)Cc1ccccc1 | i | i | i | -5 | i | i | 34 | i | i | i | -15 |
| 26 | Brc1ccc(Cn2c(-c3ccc(Br)o3)nc3ccccc32)o1 | i | i | i | · | · | i | 1 | i | -8.8* | i | -8 |
| 27 | CCCCNc1nc2c(-c3ccccc3)nnn2c2ccccc12 | i | i | i | · | i | i | 1 | i | i | i | -7 |
| 28 | Cc1cc(C)c(NC(=O)COC(=O)/C=C/c2cccc(C(F)(F)F)c2)c(C)c1 | i | i | i | -2 | i | i | 1 | i | i | i | -4 |
| 29 | Cc1ccc(C(=O)Nc2cccc3ccccc23)cc1 | i | i | i | 6 | i | i | -2 | i | i | i | -3 |
| 30 | Cc1onc(-c2c(Cl)cccc2Cl)c1C(O)c1ccccc1 (stereo not drawn) | i | i | i | 3 | i | i | -3 | i | i | i | -6 |
| 31 | O=C(NNC(=O)c1cc(-c2ccccc2)nc2ccccc12)Nc1cccc(Cl)c1 | i | -9.9* | i | 17 | 100* | 13* | 5 | i | i | i | -22 |
| 32 | Cc1nn(-c2ccccc2)c(C)c1C(=O)OCC(=O)N(C)c1c(N)n(Cc2ccccc2)c(=O)[nH]c1=O | i | i | i | 0 | i | i | 7 | i | i | i | -11 |
| 33 | Cc1oc2cc([N+](=O)[O-])c(O)c([N+](=O)[O-])c2c1C(=O)c1ccc(Br)cc1 | i | i | i | 1 | i | i | -6 | i | i | i | -12 |
| 34 | COc1cc(NC(=O)c2ccc(Cl)cc2)c(OC)cc1NC(=O)CN1CCOCC1 | i | i | i | -1 | i | i | 9 | i | i | i | -9 |
| 35 | CCc1[nH]c(=O)c(C#N)c2c1CCCC2 | i | i | i | 9 | i | i | -2 | i | i | i | -8 |
| 36 | CCOC(=O)c1ccc(NC(=O)Cc2cccs2)cc1 | i | i | i | 1 | i | i | · | i | i | i | -9 |
| 37 | C=CC[n+]1c(-c2ccc(OC)cc2)csc1NNC(=O)Nc1ccccc1 | i | i | i | 4 | 100* | i | -8 | i | i | i | 1 |
| 38 | COc1ccc(OC)c(-c2csc(NC(=O)CSc3ccc(Br)cc3)n2)c1 | i | i | i | -3 | i | i | -2 | i | i | i | -6 |
| 39 | CC(=O)N1c2ccc(S(=O)(=O)NCCC(=O)NCCc3ccc(C)cc3)cc2CC1C (stereo not drawn) | i | i | i | -8 | i | i | 6 | i | i | i | -13 |
| 40 | CCOC(=O)N1CCN(C(=O)/C(=C/c2cccs2)NC(=O)c2ccc(OC)c(OC)c2)CC1 | i | i | i | 5 | i | i | -6 | i | i | i | -11 |
| 41 | CCSc1nc2c(c(=O)n(C)c(=O)n2C)n1Cc1ccc(Cl)cc1 | i | i | i | 2 | i | i | 4 | i | i | i | -2 |
| 42 | COc1ccc(CN(Cc2ccccn2)S(=O)(=O)c2ccc(-n3cnnn3)c(OC)c2)cc1 | i | i | i | -4 | i | i | -6 | i | i | i | -4 |
| 43 | COc1ccc(C(=O)NCC(c2ccco2)N2CCc3ccccc32)c(OC)c1 (stereo not drawn) | 10* | i | i | 3 | i | i | -1 | i | i | i | -14 |
| 44 | CNc1nc(C)nc(-c2ccccc2O)n1 | i | i | i | 6 | i | i | 18 | i | i | i | -10 |
| 45 | CCOC(=O)C1=C(Cn2cnc3ccccc32)NC(=O)NC1c1cc(C)ccc1C (stereo not drawn) | i | i | i | 1 | i | i | -20 | i | i | i | 13* |
| 46 | Cc1cc(NC(=O)c2ccc(COc3ccccc3Cl)o2)no1 | i | i | i | 4 | i | i | -4 | i | i | i | -5 |
| 47 | COc1ccc2c(c1)CC(C)C/C2=N\NC(=O)c1ccco1 (stereo not drawn) | i | i | i | 2 | i | i | -4 | i | i | i | -9 |
| 48 | COc1cc(-c2c(C#N)c(N)nc3c2c(C)nn3-c2ccc(C)c(C)c2)cc(OC)c1OC | i | i | i | 8 | i | i | -5 | i | i | i | -14 |
| 49 | NCCCC[C@@H]1NC(=O)c2cc([N+](=O)[O-])cc(I)c2SC[C@@H](C(=O)NCC(N)=O)NC(=O)CNC1=O | i | i | i | 6 | i | i | 4 | i | i | i | -6 |
| 50 | Nc1ccc2nc(CN3CCOCC3)[nH]c2c1 | i | i | i | -2 | i | i | 14 | i | i | -19* | -6 |
| 51 | CCc1ccc(C(=O)NNc2ccc(Cl)cc2)cc1 | i | i | i | 4 | i | i | · | i | i | i | -7 |
| 52 | CN1/C(=C/C=N/n2cnnc2)C(C)(C)c2ccccc21 | i | i | i | 4 | i | i | 5 | i | i | i | 0 |
| 53 | CCNC(=S)Nc1ccc(OCc2nc3ccccc3s2)cc1 | i | i | i | 0 | i | i | 7 | i | i | i | 0 |
| 54 | CSc1nnc(NC(=O)c2cc(=O)c3cc(C)cc(C)c3o2)s1 | i | i | i | 3 | i | i | -6 | i | i | i | -5 |
| 55 | CC(=O)OC(C(=O)N1CCN(c2ccc(F)cc2)CC1)c1ccccc1 (stereo not drawn) | i | i | i | 2 | i | i | -1 | i | i | i | -6 |
| 56 | N#Cc1ccc(C23CC4(C2)[C@H](CN(Cc2cccnc2)[C@@H]4c2ccccc2)C3c2ccccc2)cc1 (stereo partly drawn) | i | i | i | 7 | i | i | 8 | i | i | i | -7 |
| 57 | CN(C)S(=O)(=O)c1ccc(N2CCCC2)c(C(=O)NC2CCCCC2)c1 | i | i | i | · | i | i | 6 | i | i | i | -13 |
| 58 | CC(C)Oc1ccc(Cn2c(-c3ccco3)n[nH]c2=S)cc1 | i | i | i | -5 | i | i | 0 | i | i | i | -5 |
| 59 | COc1ccc(OCc2nnc(SCC(=O)NNC(=O)c3ccc(C)cc3)n2C)cc1 | i | i | i | 0 | i | i | 1 | i | i | i | -3 |
| 60 | CC1Cc2ccccc2N1C(=O)CSc1nnc2c(n1)[nH]c1ccc(F)cc12 (stereo not drawn) | i | i | i | -2 | i | i | 8 | i | i | i | -4 |
| 61 | COc1ccc(S(=O)(=O)Cc2ccc(C(=O)NCc3ccccc3)o2)cc1 | i | i | i | ? | i | i | -4 | i | i | i | -7 |
| 62 | COc1ccccc1C1C2=C(CC(C)(C)CC2=O)Nc2nnnn21 (stereo not drawn) | i | i | i | -11 | i | i | -3 | i | i | i | -9 |

Along the list, from the results shown:
ANO1 activ for nos. 51–57 → i, i, i, i, i, i, i
TRPC4 agonist for nos. 51–57 → i, i, i, i, i, i, i

Screening data as filed in PubChem BioAssay.
